High-throughput results (PubChem)
ERK EGF inh: blocks ERK signaling stimulated by EGF; actives 0.41% (n = 130,000); Potency, µM (doses to about 11.5 µM), inactives show at the top dose activity change, negative = inhibition, most hits filed as inhibitors; AID 1454; HEK293-V1b, EGF-stimulated phospho-ERK AlphaScreen; active = well fitted inhibition curve with a large enough effect; inconclusive = small, poorly fitted or top-dose-only effect, or effect the other way;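 also: plate controls were stimulated vehicle wells for no effect and unstimulated vehicle basal for full effect; nearly all actives have a fitted effect of over 55% in size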
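HEK293 cells stably expressing V1b receptor, serum-reduced (1% FBS) overnight, got compound for 30 min at 37C, then 25 nM EGF for 5 min. Lysate phospho-ERK read by AlphaScreen SureFire; AC50 from Hill fits.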
* marks the source's active call; other numbers are inactive results; ? = inconclusive; [ ] = remark or other dose. Potency is read from the fitted curve at half-maximal effect. An excerpt; rates above refer to the full screens.

ERK EGF inh	Compound
-0.7%	C=CCN1C(=O)/C(=C2/Sc3ccc(OC)cc3N2C)SC1=Nc1ccc(OC)cc1
-12.9%	COc1ccc(OC)c2c(C)cc(N3CCN(C(=O)c4ccc(C)cc4)CC3)nc12
4.9%[57.5 µM]	O=C(O)Cc1ccc(-n2cccc2)cc1
5.2%	CC1=N/C(=C/c2ccco2)C(=O)O1
-7.4%[57.5 µM]	CN1C(=O)S/C(=C\c2ccc(-n3cncn3)cc2)C1=O
-8.7%	COc1ccccc1CNC(=O)c1cccc(NC(=O)c2ccccc2)c1
25.5%	CCN(C(=N)N=C(N)N)c1ccccc1
1.1%	O=S(=O)(Nc1ccccn1)c1cccc(S(=O)(=O)c2ccc(Cl)cc2)c1
1.4%	O=C(CSc1nc2ccccc2[nH]1)NC1CCCC1
0.1%	S=C(NCc1ccccc1)N1CCn2cccc2C1c1ccncc1 (configuration not stated)
0.4%	Cc1ccc2nc(-c3ccc(SCC(=O)N4CCc5ccccc54)nc3)[nH]c2c1
-15.1%[57.5 µM]	CCC(=O)N(CCc1ccccc1)Cc1cc2cc(OC)ccc2[nH]c1=O
2.4%[57.5 µM]	COc1ccc(/C=C(\NC(=O)c2cccs2)C(=O)NCc2ccco2)cc1OC
-12.1%[57.5 µM]	COc1ccccc1/C=N/NC(=O)c1ccc(CN2C(=O)c3cccc4cccc2c34)cc1
-2.9%	N#C/C(=C(/O)CSc1ncn[nH]1)c1nc2ccccc2[nH]1
7.3%	O=C(c1csnn1)N1CCC[C@@]2(CCN(c3ccncc3)C2)C1
20.8%	CCOc1cc2[nH]c(=O)n(Cc3ccc(C(=O)NCCOC)cc3)c(=O)c2cc1OCC
-1.6%	COC(=O)c1cc(C(=O)NCCCN2CCOCC2)cc([N+](=O)[O-])c1
-9.2%[57.5 µM]	CCO[C@H]1OC(C(=O)N2CCN(Cc3ccc4c(c3)OCO4)CC2)=C[C@@H](C2CCCCC2)[C@@H]1CCCO
2.7%	CSc1nc2sccc2c(=O)[nH]1
1.9%	COc1cc(NC(=O)COC(=O)CCc2cc(OC)c(OC)c(OC)c2)cc(OC)c1
3.8%	COc1ccc(NC(=O)CC23CC4CC(CC(C4)C2)C3)cn1
-9.6%	COc1c(C)cc(C(=O)C2CCCN(C(=O)c3ccoc3)C2)cc1C (configuration not stated)
-11.3%	O=C(Nc1nc2ccc([N+](=O)[O-])cc2s1)c1c(F)cccc1F
-1.7%	CSc1nc(C)cc(Oc2ccc(OCC(N)=O)nn2)n1
2.8%	CCOC(=O)Cc1cc(=O)n2[nH]cc(-c3cccc(Br)c3)c2n1
3.5%	Cc1ccc(C2CC2C(=O)NNC(=S)Nc2cccc(Cl)c2)cc1 (configuration not stated)
6.2%	Cc1cc(C)n(CC(C)NCc2cn[nH]c2-c2cccc3ccccc23)n1 (configuration not stated)
-0.2%	Cc1ccc(NC(=O)CSc2nnc(CN3CCOCC3)n2-c2ccccc2)cc1
6.5%	CCc1ccc(OCC(=O)NC(C)C)cc1
3.5%	CC(=O)c1c(C)[nH]c(C(=O)OCC(=O)Nc2ccc([N+](=O)[O-])cc2Cl)c1C
12.9%	Cc1cc(=O)n2[nH]c(-c3sccc3-n3c(C)ccc3C)cc2n1
-1.6%	COc1ccc(C2CC(c3ccc(Cl)cc3Cl)Nc3nc(N)nn32)cc1OC (configuration not stated)
-3.6%	Cc1ccc(C(C(=O)NC2CCCC2)N(Cc2ccco2)C(=O)CCC(=O)Nc2cc(C)on2)cc1 (configuration not stated)
-3.3%	COc1ccc(NC(=O)c2ccccc2SC)c(OC)c1
-10.3%[57.5 µM]	Nc1nc(Nc2ccccc2F)nc(NCc2ccccc2)c1[N+](=O)[O-]
3.1%[57.5 µM]	CC(CNS(=O)(=O)c1ccccc1)Sc1nncn1C (configuration not stated)
10.3%	O=C(NCCSCc1ccccc1)c1ccc(F)cc1
6.4%	Cn1c(O)c(N=NC(=O)CNC(=O)c2ccco2)c2ccccc21
3.4%	COC(=O)N1CCC2(CC1)CN(c1ccncc1)C2
-0.1%	CC1(C)C2CCC1(CS(=O)(=O)Nc1ccc(S(=O)(=O)N3CCCC3)cc1)C(=O)C2 (configuration not stated)
-6.8%	CCOc1ccc(CCNC(=O)Cn2cccc2C(=O)c2ccccc2C)cc1OCC
4.6%	Cc1ccc(NC(=O)COC(=O)c2cc(Cl)cc(Cl)c2)c(Br)c1
-0.3%[57.5 µM]	CC1CN(c2ccc(NC(=O)c3ccco3)cc2C(=O)O)CC(C)O1 (configuration not stated)
9.4%	Cc1ccc(C)c(N2CCN(CC(=O)Nc3ccc4[nH]c(=O)[nH]c4c3)CC2)c1
-1.5%	O=C(N/N=C\c1ccc(Br)o1)C1COc2ccccc2O1 (configuration not stated)
-4.1%	COc1cc(CCC(=O)OCC(=O)Nc2c(C)cccc2C(C)C)cc(OC)c1OC
-7.6%[57.5 µM]	CCC(=O)Nc1cccc(C(=O)OC)c1
-4.4%	Cc1cc(NC(=O)C(=O)NCCN2CCN(C(=O)c3cccs3)CC2)ccc1Br
4.6%	Cn1c(=O)[nH]c(=O)c2c1nc(CN1CCN(c3ccccc3F)CC1)n2CC(N)=O
-8.6%	COc1ccc(C(=O)N2CCC3(CC2)CN(c2ccncc2)C3)cc1
8.9%	CCNC(=S)SCCOc1ccccc1C
-7.2%	COCCCNCCOCCOc1ccccc1-c1ccccc1
10.4%	CCOC(=O)N1CCN(C(=S)Nc2ccc(C)cc2)CC1
-19.9%	Cc1cc(CNC(=O)CC2C(=O)NCCN2CC(c2ccccc2)c2ccccc2)on1 (configuration not stated)
?	CCN1C(=O)/C(=C2\C=Cc3cc(C)ccc3N2CC)OC1=S
0.2%	Cc1ccc(OCC(O)C(C)NC(C)C)c2c1CCC2 (configuration not stated)
-8.2%[57.5 µM]	CCCCCCN(C(=O)CCCCCN1C(=O)NC(c2ccc(C(C)(C)C)cc2)C(C(=O)OCc2ccccc2)=C1C)C(C(=O)NCCCC)c1ccc(OCC(=O)OC)c(C(=O)OC)c1 (configuration not stated)
2.5%	CCOc1cccc(C(=O)NC(=S)Nc2cccc(C)c2)c1
-8.9%[57.5 µM]	O=C(NCc1csc(-c2cccs2)n1)Nc1ccc(F)cc1F

Continuation:
ERK EGF inh	Compound
-5.4%[57.5 µM]	C=CCOc1c(Br)cc(/C=C(\C#N)C(N)=O)cc1OC
-9.2%	CC1=NN(C(=O)c2nn(C)cc2Br)C(O)(C(F)(F)F)C1 (configuration not stated)
10.9%	CN(/N=C/c1ccc2c(c1)OCO2)c1ccccc1
14.9%	CO/N=C/c1c(C(=O)OC)nn(-c2ccccc2)c1Cl
-7.5%	COc1cc(/C=N/Nc2ccc(Cl)c(C(=O)O)c2)ccc1OC(=O)c1cccs1
4.9%	COc1cc(C(=O)NNC2=NC(C)(C)Cc3cc(C)c(C)cc32)cc(OC)c1OC
-5.1%	COc1cccc(C2c3c(C)nn(-c4ccc([N+](=O)[O-])cc4)c3N=C3C(=O)Nc4ccccc4N32)c1 (configuration not stated)
-4.8%	O=C(COc1c(CO)cc(Br)cc1CO)NC1CCCc2ccccc21 (configuration not stated)
-12.4%[57.5 µM]	CCCCC(O)(CCCC)C(=O)NN(C(=O)c1cccnc1Cl)c1ccccc1
-0.5%	O=C1NC(=Nc2ccc(Cl)cc2)SC1Cc1cc(Cl)ccc1Cl (configuration not stated)
-11.8%	CCOC(=O)C(=O)Nc1cc([N+](=O)[O-])ccc1C
-2.0%	COc1cccc(CC(NC(C)=O)C(=O)NC2CCN(S(=O)(=O)c3ccc(F)cc3)CC2)c1OC (configuration not stated)
-5.0%	CN1CCN(C(=O)c2ccc(Cl)c(S(=O)(=O)N3CCCCCC3)c2)CC1
-3.7%	O=Cc1ccc(Oc2cccc(C(F)(F)F)c2)nc1
1.2%[57.5 µM]	O=C(Cc1ccccc1)N/N=C/c1ccc[nH]1
-1.0%	CCOc1ccccc1NC(=O)C(=O)N/N=C/c1cc(Br)ccc1O
-5.3%	CCOc1cccc(-c2cc(C(=O)NN)[nH]n2)c1
?	COc1cc(/C=C2/CC/C(=C/c3ccc(O)c(OC)c3)C2=O)ccc1O
0.9%	Cc1cc(C(=O)NC2CCCCC2)c2cc(F)ccc2n1
0.3%[57.5 µM]	O=C(O)COc1ccccc1C(Nc1cccnc1)c1cc(Cl)c2cccnc2c1O (configuration not stated)
-2.8%	CCOC(=O)/C=C/C(=O)OCC(=O)Nc1cccc(Cl)c1Cl
?	C(=N\Nc1ccc2ccccc2n1)/c1ccc2c(c1)OCCO2
2.1%[57.5 µM]	Nc1nc(SCc2ccc([N+](=O)[O-])cc2)c2ncn(C3OC(CO)C(O)C3O)c2n1 (configuration not stated)
-10.0%[57.5 µM]	Cc1cccc(NC(=O)CN(C)S(=O)(=O)c2cccc3cccnc23)c1C
13.2%	O=C(OC1Cc2c(O)cc(O)cc2OC1c1cc(O)c(O)c(O)c1-c1c(C2Oc3cc(O)cc(O)c3CC2O)cc(O)c(O)c1O)c1cc(O)c(O)c(O)c1 (configuration not stated)
5.4%	CCOc1cc(/C=C(\C#N)C(N)=O)ccc1OS(=O)(=O)c1ccccc1
-2.3%	COc1ccc(C(=O)CSc2nnc(CN3CCCCC3)n2-c2ccc(Cl)cc2)cc1OC
3.2%	Cc1ccc(COc2cccc3c2CCN(Cc2ccc(F)cc2)C3=O)cc1
-0.7%[57.5 µM]	COc1ccc(CNC(=O)CSc2nnc(C)c(=O)[nH]2)cc1
-5.1%	Cc1ccc(C(=O)NC(=S)Nc2ccc(-c3ccc(CO)o3)cc2)cc1
-5.7%	CC1=C(C)CC(C(=O)Nc2ccc(C(=O)N3CCOCC3)cc2)C(C(=O)O)C1 (configuration not stated)
-20.3%	Cc1ccc(Cl)cc1N1CCN(C(=S)NCCc2ccccc2)CC1
1.5%	COc1ccccc1CNC(=O)c1ccc(OC(C)C)cc1
2.8%[25.7 µM]	CN1Cc2c(N)cccc2[C@H](c2ccccc2)C1
3.6%	O=C(c1cc(C(F)(F)F)cc(C(F)(F)F)c1)N1CCC[C@@]2(CCN(c3ccccn3)C2)C1
-1.4%	O=C(COc1cccnc1[N+](=O)[O-])NCCc1ccc(Cl)cc1Cl
2.1%	Cc1cc(=O)oc2cc(OCC(=O)N3CCN(C(=O)c4ccco4)CC3)ccc12
-3.9%	CCN1CCN(CC(=O)Nc2cc(C)on2)CC1
-1.9%[57.5 µM]	O=C(O)c1ccc(N/N=C/c2ccc(-c3cccc(Cl)c3)o2)cc1
-2.0%	Cc1noc(C)c1/C=N/Nc1ccccn1
-4.0%[57.5 µM]	COC(=O)[C@H](Cc1c[nH]c2ccccc12)NC(=O)Nc1ccccc1OC
-1.3%	COc1ccc(C2=NN(c3ccccc3)C(=O)/C2=C\c2ccc(O)c(OC)c2)cc1
-0.6%	S=C(NCCN1CCOCC1)Nc1cccc(Cl)c1
-4.8%	COc1ccc(/C=C2\SC(=S)N(CCC(=O)NC3=NCCS3)C2=O)cc1OC
-13.4%	NS(=O)(=O)c1ccc(CCNC(=O)C2CCN(S(=O)(=O)c3ccc(Br)s3)CC2)cc1
1.6%	Cc1nn(C)c(C)c1Sc1ccccc1N
-1.8%	CC(=O)c1ccc(N2CCN(C(C)C(=O)NC3CCCc4ccccc43)CC2)cc1 (configuration not stated)
-5.8%	O=C(Cc1nc2ccccc2[nH]c1=O)c1ccccc1
-1.7%	O=C(Nc1c(-c2cccs2)nc2ccccn12)c1ccccc1F
-3.7%	CCOC(=O)c1c(NC(=O)c2cccnc2Cl)sc(C(=O)N(C)C)c1C
-3.3%	O=c1[nH]c2ccccc2nc1/C=C/c1ccc(O)cc1
1.7%	CC(NC(=O)c1ccc(S(=O)(=O)C(F)F)cc1)c1ccccc1 (configuration not stated)
2.1%	CC(C)C(NC(=O)c1ccccc1)C(=O)NCCc1ccccc1 (configuration not stated)
-1.5%	COc1ccc2nc(SCC(=O)N3CCN(c4ccc(F)cc4)CC3)c(C#N)cc2c1
0.8%[57.5 µM]	Cc1cccc(C)c1NC(=O)CSC(=O)c1sc2ccccc2c1Cl
5.1%	COc1ccc(S(=O)(=O)Nc2cccc(/C=C/C(=O)O)c2)cc1
